NPY-Y2 PAM-ag: potentiators or agonists of human neuropeptide Y receptor Y2; cells expressing NPY-Y2, potentiator/agonist read-out; hit rate 0.45% among 220,000; activation, % at 3.6 µM; AID 1359; P49146; in the data active = activation above about 27%;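 also: cells stimulated with NPY near EC25 plus isoproterenol at EC100; 0% = vehicle plus submaximal agonist and 100% = vehicle plus saturating agonist; some results beyond the cut were filed as inactive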
Target sequence (P49146 whole entry, looked up): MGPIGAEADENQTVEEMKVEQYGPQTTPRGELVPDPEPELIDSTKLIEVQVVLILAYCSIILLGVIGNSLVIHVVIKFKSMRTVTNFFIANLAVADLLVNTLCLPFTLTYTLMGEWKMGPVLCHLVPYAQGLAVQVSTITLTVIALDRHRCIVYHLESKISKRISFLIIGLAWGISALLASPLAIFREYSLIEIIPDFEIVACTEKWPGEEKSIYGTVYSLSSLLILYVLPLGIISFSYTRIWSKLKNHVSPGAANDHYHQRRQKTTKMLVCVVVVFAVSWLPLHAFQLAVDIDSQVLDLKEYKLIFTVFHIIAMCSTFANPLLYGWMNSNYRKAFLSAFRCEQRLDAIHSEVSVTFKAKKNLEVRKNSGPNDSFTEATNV
S1P4 ag: human S1P4 receptor agonism; O95977; S1P4-expressing cell line, agonist reporter assay; activation, % at 4.98 µM; hit rate 0.35% among 220,000; AID 1509; in the data active = activation above about 11%;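 also: 0% = DMSO vehicle and 100% = reference agonist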
Target sequence (O95977 whole entry, looked up): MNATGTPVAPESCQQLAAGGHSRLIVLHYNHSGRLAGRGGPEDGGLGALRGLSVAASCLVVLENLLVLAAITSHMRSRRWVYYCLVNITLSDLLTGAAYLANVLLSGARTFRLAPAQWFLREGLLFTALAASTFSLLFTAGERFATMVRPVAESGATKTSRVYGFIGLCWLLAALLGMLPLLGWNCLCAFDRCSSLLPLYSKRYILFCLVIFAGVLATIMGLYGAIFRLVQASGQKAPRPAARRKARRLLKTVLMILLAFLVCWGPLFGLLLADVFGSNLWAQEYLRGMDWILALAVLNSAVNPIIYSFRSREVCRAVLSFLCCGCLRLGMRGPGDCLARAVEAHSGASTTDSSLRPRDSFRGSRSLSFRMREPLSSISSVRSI
NPY1 pot ag: human NPY-Y1 potentiation or agonism, primary screen. NPY-Y1 expressing cells, potentiator/agonist activation. activation, % at 3.6 µM. hit rate 0.37% among 220,000. P25929; in the data active = activation above about 33%, passing the limit was not always enough;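 also: cells stimulated with NPY at EC10 then isoproterenol at EC100; 0% = low agonist plus stimulus and 100% = saturating agonist plus stimulus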
Ba/F3 V617F tox: loss of viability in JAK2V617F-driven Ba/F3 cells; Ba/F3 EpoR-JAK2V617F viability, ATP luminescence; inhibition, % at 5.6 µM; hit rate 1.1% among 220,000; AID 1446;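 active = inhibition above the campaign mean plus 3 SD over all tested compounds, cut at about 24% in these data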;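 also: cytokine-independent growth of Ba/F3 cells driven by EpoR plus mutant JAK2; 0% = DMSO-treated cells and 100% = JAK inhibitor I control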
BaF3 tox: parental Ba/F3 viability inhibition as JAK2V617F counter-screen; CellTiter-Glo ATP luminescence; inhibition, % at 5.6 µM; hit rate 1.1% among 220,000; AID 1486;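 active = inhibition above a per-campaign cutoff, the mean inhibition of all tested compounds plus 3 SD, cut at about 27% in these data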;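 also: 0% = DMSO wells and 100% = JAK Inhibitor I control wells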
p47phox inh: blocks human p47phox regulatory protein of NADPH oxidases; hit rate 0.53% among 220,000; inhibition, % at 24.7 µM; P14598; p47phox/p22phox peptide binding, fluorescence polarization, 2 h;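 active = inhibition above about 30%, limit read from the data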;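 also: 0% = p47phox with labelled peptide and 100% = labelled peptide alone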
S1P4 antag: antagonists of human S1P4 receptor; O95977; S1P4-expressing cells, antagonist mode, reporter read-out; inhibition, % at 4.98 µM; hit rate 0.26% among 220,000; in the data active = inhibition above about 29%;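 also: 0% = wells stimulated with agonist and 100% = vehicle wells without agonist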
CHOP inhibitor: CHOP inhibition in unfolded protein response | CHO-K1 CHOP-promoter luciferase, tunicamycin-induced, 15-18 h | inhibition, % at 10 µM | hit rate 3.8% among 220,000;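 active = compounds that reduced the stress-induced luciferase reporter signal by more than about 70% of percent inhibition, limit read from the data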;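 also: 0% = tunicamycin plus vehicle and 100% = wells without tunicamycin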
NPY-Y1 antag: antagonists of human neuropeptide Y receptor Y1 | P25929 | HEK293-CNG Y1 cells, membrane potential fluorescence; NPY at EC95, then isoproterenol | inhibition, % at 3.6 µM | AID 1040 | hit rate 1% among 200,000;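 active = inhibition above the campaign mean inhibition of all tested compounds plus 3 SD, cut at about 20% in these data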;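 also: 0% = DMSO wells given NPY plus isoproterenol and 100% = isoproterenol alone without NPY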
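Test system – HEK293 Y1/CNG channel cell line · Also added – NPY agonist 25 nM, then isoproterenol 1 µM plus Ro 20-1724 25 µM · Compound dosing – one concentration, 3.6 µM, in 0.4% DMSO · Schedule – compound incubation 1 h at room temperature, readout 45 min post-stimulation · Technique – fluorescence, membrane potential probe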
* = called active by the depositor; . = no result given.

SMILES	NPY-Y2 PAM-ag	S1P4 ag	NPY1 pot ag	Ba/F3 V617F tox	BaF3 tox	p47phox inh	S1P4 antag	CHOP inhibitor	NPY-Y1 antag
Cc1ccnc(NC(=O)CCC(=O)N(CC(=O)NCCc2ccccc2)Cc2ccco2)c1	9	-1.1	-14	0	3	-3	-2	13	19
CC1=C(CC/C(C)=N/NC(N)=S)C(C)(C)CCC1	3	1.4	10	-2	2	-20	8	29	0
COCC(C)OC(=O)c1c(N)n(CC(C)C)c2nc3ccccc3nc12 (stereo not given)	-4	-1.3	-13	1	6	-4	-3	23	13
Cc1cc(C(=O)COC(=O)c2ccc(O)cc2)c(C)n1CCc1ccc(F)cc1	-11	-0.4	13	1	14	-36	-19	51	-2
CC1CCN(c2nnc(-c3cccs3)c3ccccc23)CC1	-7	-1.3	-5	-2	4	-7	6	29	12
CCCNc1nc(=S)n(-c2ccccc2)c(C)c1C(C)=O	1	1.7	3	-3	0	-10	12	8	-1
Cc1sc2nc(CN3CCCC3)nc(N3CCN(C(=O)c4ccco4)CC3)c2c1C	0	-0.7	-20	6	11	-44	-19	36	4
COc1cccc(Oc2ccc(N/C=C/C(=O)C(C)(C)C)cc2)c1	7	0.4	23	-1	4	-4	-8	-8	-2
CC1Cc2ccccc2N1C(=O)CSCC(=O)O (stereo not given)	-8	1.4	23	2	5	-3	-15	-10	-3
CC1(C)CC(=O)C2=C(C1)N1CCCCC1CC2=O (stereo not given)	-8	-0.6	-1	-5	0	-15	-7	12	1
O=C(Nc1ccc2c(c1)OCO2)C1CCCN1C(=O)Nc1cccc(F)c1 (stereo not given)	-5	-0.1	-21	1	8	-4	-11	17	4
CS(=O)(=O)N(CC(=O)N/N=C/c1ccccc1C(=O)O)c1cccc(Cl)c1Cl	-23	-0.3	-14	5	-1	2	-1	-7	.
Cc1cccc(/N=C/c2nc(-c3ccccc3Br)oc2O)n1	7	1.5	-8	2	8	1	-1	28	7
COc1ccc(C(=O)NNC(=O)CN2CCC(n3nnc4cc(F)ccc43)CC2)cc1	4	-3.5	3	-2	4	10	-1	43	5
O=C(c1cccc(Cl)c1)N1CCN(Cc2ccccc2F)CC1	6	0.3	10	-2	5	4	-11	25	-11
CC(=Nc1ccccc1)C1=C(O)CCCC1=O	6	-1.0	-13	3	5	0	-14	12	-3
COCCn1c(SCC(=O)c2c[nH]c3ccccc23)nnc1-c1ccncc1	12	-0.3	-22	-6	7	-1	-10	-5	-1
COc1cc2nc(C3CCC3)n(NC(=O)COc3ccccc3)c(=O)c2cc1OC	5	-0.5	-14	3	2	3	-4	9	-3
CC(OC(=O)C1CC(O)CN1S(=O)(=O)c1ccccc1[N+](=O)[O-])C(=O)N1CCCCC1 (stereo not given)	13	1.1	-10	1	5	-5	-22	15	-1
COc1ccc(-n2nc3cc(C)c(NC(=S)NC(=O)c4ccccc4C)cc3n2)cc1	10	-0.2	3	0	8	2	-8	-19	-3
O=c1c2ccc(Cl)cc2nc(-c2ccc([N+](=O)[O-])cc2)n1O	-17	0.5	-2	-3	-1	1	9	3	4
O=C(O)CSc1nnc(-c2ccncc2)n1C1CCCCC1	13	-0.3	16	-4	0	-6	-2	6	4
CCn1ncc(-c2csc(N)n2)c1C	-15	-0.8	14	-2	2	-34	-4	-32	8
O=C(O)C1CCCCC1C(=O)Nc1cc(C(F)(F)F)ccc1Cl (stereo not given)	-5	-0.3	-2	0	5	0	-13	-5	6
COC(=O)C1=C(C)Nc2[nH]c(=S)[nH]c(=O)c2C1c1ccc(OC)cc1 (stereo not given)	-11	2.1	0	0	7	-4	0	35	0

Next part:
SMILES	NPY-Y2 PAM-ag	S1P4 ag	NPY1 pot ag	Ba/F3 V617F tox	BaF3 tox	p47phox inh	S1P4 antag	CHOP inhibitor	NPY-Y1 antag
CC1Cc2ccccc2N1CC(=O)Nc1ccc(S(=O)(=O)N(C)C)cc1 (stereo not given)	-2	-2.3	14	0	-7	8	-4	-14	.
Cc1ccc(NC(=O)CS(=O)CC(=O)NCC2OCCc3ccccc32)c(C)c1 (stereo not given)	0	0.8	-2	2	1	-11	-11	31	4
CNC(=S)NNC(=O)Cc1ccc(O)cc1	1	-1.0	-12	2	8	-20	-12	-1	4
C=CCn1c(CCc2ccc(OC(C)C)cc2)n[nH]c1=S	-10	0.3	-27	-1	7	0	-15	6	5
COc1ccc(N2C(=O)NC(NC(=O)c3cccnc3)(C(F)(F)F)C2=O)cc1 (stereo not given)	-3	-1.4	2	3	6	-6	-11	-6	4
O=C(C(Cc1ccccc1)N1C(=O)C2C3C=CC(C3)C2C1=O)N1CCCCC1 (stereo not given)	14	0.3	-11	-4	-1	-4	-2	4	-1
COc1cccc(Nc2nc(CN3CCOCC3)nc3sc4c(c23)CCCC4)c1	-15	2.6	-54	6	11	-1	-20	21	14
C=CCNC(=O)NC(=O)COC(=O)C(C)Oc1ccc(Cl)cc1Cl (stereo not given)	8	1.0	-15	0	12	-5	11	31	4
COc1ccc(C)cc1S(=O)(=O)N(C)CC(=O)N1CCCCCC1	-10	1.4	-31	1	4	-10	-10	5	1
CCn1c(/C(C#N)=C(\O)CCc2ccccc2)nc2ccccc21	4	-2.3	1	-3	0	-15	-13	50	-4
Cc1ccc(NC(=S)N(CCN(C)C)Cc2cccs2)cc1C	-6	1.1	-16	20	8	5	-14	15	4
Cc1cc(C)n2nc(C(=O)Nc3ccc(S(=O)(=O)N4CCCCC4)cc3)nc2n1	2	-1.6	8	-3	2	4	0	15	4
O=C(Nc1ccc2oc(=O)ccc2c1)c1ccc(-c2cccc(Cl)c2)o1	-31	0.8	-12	2	1	26	-7	100*	.
CNc1nc(Sc2cccc(C(F)(F)F)c2)cc(C(F)(F)F)n1	9	1.0	-8	-4	-2	-26	-5	101*	2
COc1ccc(NC(=O)COC(=O)c2cc(OC)c(OC)cc2NC(=O)c2ccco2)cc1OC	7	1.4	14	-3	2	-15	15	52	8
COc1ccc(NC(=O)C2CCCN(S(=O)(=O)c3cccc4cccnc34)C2)c(OC)c1 (stereo not given)	-14	-2.0	-7	-3	2	-7	-15	5	1
Cc1ccc(NS(=O)(=O)c2ccc(Br)s2)nc1	11	-0.7	8	1	9	-5	-8	1	9
CCCCCCCCOC(=O)C[N+](C)(C)C/C=C(/C)Cl	-13	-0.1	20	32*	53*	9	-18	-4	16
O=C(N/N=C/c1cc([N+](=O)[O-])ccc1O)c1c[nH]c2ccccc12	6	-1.2	3	-2	0	-26	6	81*	.
Cc1ccc(NS(=O)(=O)c2cc(C(=O)N(C)C)ccc2C)cc1C	12	-0.2	5	1	5	2	-5	2	-3
O=C(Cn1cc2c(n1)CCCC2)NCc1cccnc1	2	1.9	8	1	0	-3	-9	-27	3
CCCNC(=S)N1CCN(C(c2ccccc2)c2ccccc2)CC1	3	0.7	22	-5	1	-168	-13	0	1
COc1ccc(N(C)C(=O)c2cc3c(s2)-c2ccccc2S(=O)(=O)C3)cc1	-26	2.7	-15	3	2	3	-5	5	.
O=C(COC(=O)Cc1ccc(-c2ccccc2)cc1)NCc1ccccc1	-9	0.0	-39	1	6	-8	-1	16	11
C/C(=N\NC(=O)C1CC1(c1ccccc1)c1ccccc1)c1cccc([N+](=O)[O-])c1 (stereo not given)	-4	1.7	5	0	1	0	-16	13	2

Rewritten as labelled records: 3 of the compounds above
> CC1Cc2ccccc2N1CC(=O)Nc1ccc(S(=O)(=O)N(C)C)cc1 (stereo not given)
  NPY-Y2 PAM-ag: -2; S1P4 ag: -2.3; NPY1 pot ag: 14; Ba/F3 V617F tox: 0; BaF3 tox: -7; p47phox inh: 8; S1P4 antag: -4; CHOP inhibitor: -14; NPY-Y1 antag: .
> Cc1ccc(NC(=O)CS(=O)CC(=O)NCC2OCCc3ccccc32)c(C)c1 (stereo not given)
  NPY-Y2 PAM-ag: 0; S1P4 ag: 0.8; NPY1 pot ag: -2; Ba/F3 V617F tox: 2; BaF3 tox: 1; p47phox inh: -11; S1P4 antag: -11; CHOP inhibitor: 31; NPY-Y1 antag: 4
> CNC(=S)NNC(=O)Cc1ccc(O)cc1
  NPY-Y2 PAM-ag: 1; S1P4 ag: -1.0; NPY1 pot ag: -12; Ba/F3 V617F tox: 2; BaF3 tox: 8; p47phox inh: -20; S1P4 antag: -12; CHOP inhibitor: -1; NPY-Y1 antag: 4

The results go on:
SMILES	NPY-Y2 PAM-ag	S1P4 ag	NPY1 pot ag	Ba/F3 V617F tox	BaF3 tox	p47phox inh	S1P4 antag	CHOP inhibitor	NPY-Y1 antag
CS(=O)(=O)N1CCN(c2ncccn2)CC1	12	-1.6	10	-4	-2	-17	-11	10	-6
COc1ccc(C2C(C(=O)Nc3ccc(F)cc3)=C(C)Nc3nc(CCCO)nn32)cc1 (stereo not given)	-4	-2.6	-5	2	7	-10	-9	-3	-3
O=C(NCC1CCCO1)c1ccc2nc(N3CCCCC3)sc2c1 (stereo not given)	15	-1.6	8	-4	1	18	5	10	-3
CCOc1nc(NC(=O)NS(=O)(=O)c2cccc(Cl)c2)nc(-c2ccccc2)n1	4	0.8	3	-1	7	-3	-8	-15	-2
N#CC1=C(N)Oc2c(oc(CO)cc2=O)C12C(=O)Nc1ccc(Cl)cc12 (stereo not given)	4	0.4	4	-2	6	-7	-8	-19	0
COCC(=O)Nc1nnc(COc2ccccc2)s1	13	-0.2	1	1	-3	-3	-13	-20	1
S=c1[nH]nc(COc2ccc3ccccc3c2)o1	-8	0.4	-49	-2	3	1	-17	8	5
O=C(C1CC1)N1CCc2cc(Br)cc(S(=O)(=O)NCC3COc4ccccc4O3)c21 (stereo not given)	-12	1.8	-10	-1	5	-15	-17	3	8
CCOC(=O)c1cc(-c2cccs2)[nH]n1	9	1.1	-6	-1	1	-1	5	1	.
O=C(CCC1CCCC1)N1CCN(C(=O)c2cccnc2)CC1	-10	0.3	-17	3	4	-3	-15	-4	-1
CCc1ccc(C(=O)COC(=O)c2ccc(-c3nnc(-c4ccccc4)o3)cc2)cc1	-4	0.4	14	2	0	7	-18	43	-1
CCc1cc2c(CN3CCN(C)CC3)cc(=O)oc2cc1O	-13	6.3	-14	-2	2	-3	3	4	-2
Cc1c(CNC(=O)c2nn3c(c2Cl)NC(c2ccccc2)CC3C(F)(F)F)cnn1C (stereo not given)	4	-1.5	4	7	6	-9	1	3	1
O=[N+]([O-])c1cc2c(cc1/C=N/Nc1nc(N3CCCC3)nc(N3CCCC3)n1)OCO2	5	0.9	-6	1	9	-6	-15	51	-2
O=C(NC(=S)N1CCN(CCO)CC1)C12CC3CC(CC(C3)C1)C2	-8	-0.1	-4	1	9	-13	-6	3	4
COc1ccc(OC)c(Nc2nnc(C)c(=O)[nH]2)c1	-1	-1.3	1	0	3	-8	-16	5	-5
Cc1ccc(N=Cc2cccc(O)c2O)c(C)c1	15	-0.7	28	-4	0	-4	5	50	-6
Cc1cc(C)c([N+](=O)[O-])cc1-c1ccc(/C=N/NC(=O)c2nonc2N)o1	-4	1.9	-22	1	5	-40	2	19	1
CC1(C(=O)OCC(=O)Nc2cccc(S(=O)(=O)NC3=NCCCCC3)c2)CC1(Cl)Cl (stereo not given)	-7	-0.6	-15	-2	2	-10	-9	3	1
O=C(CN1C(=O)NC(CCc2ccccc2)C1=O)NC1CC1 (stereo not given)	-1	-0.6	6	0	6	-28	-4	-23	1
O=C(Nc1ccc(F)cc1)c1sc2cc(C(F)(F)F)cnc2c1-c1cccs1	-36	1.8	-68	0	8	-10	-6	49	23*
C[C@@H]1C=C(C(=O)NCc2ccccc2)O[C@H](OCc2ccc(CO)cc2)C1	-27	-1.3	-3	-3	1	2	4	20	-4
CCOc1ccc(NC(=O)C2CCC(C)(C(=O)O)C2(C)C)cc1 (stereo not given)	15	1.1	-12	-4	0	-9	-3	-2	0

Source: PubChem (several laboratories)
